PLC-gamma1 inh – PLC-gamma1 enzyme inhibitors, primary screen, biochemical, fluorescence, purified enzyme. inhibition, % at 12.2 µM. 1-phosphatidylinositol 4,5-bisphosphate phosphodiesterase gamma-1 (Homo sapiens), P19174. hit rate 0.84% among 370,000. fluorogenic substrate; in the data active = inhibition above about 9.5%
ADAM10 inh – human ADAM10 inhibitors, primary screen, biochemical, QFRET, HTS. Disintegrin and metalloproteinase domain-containing protein 10 (Homo sapiens), O14672. recombinant ADAM10, EDANS/DABCYL FRET peptide cleavage, 3 h. inhibition, % at 7 µM. hit rate 0.62% among 370,000. AID 720582, 2013;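 active = inhibition above a per-campaign cutoff equal to the mean of compounds falling between control-based bounds plus 3 SD, cut at about 20% in these data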;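 also: 0% = DMSO wells while the 100% control is not disclosed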
ADAM17 inh – ADAM17 inhibitors, primary screen, biochemical, QFRET | recombinant ADAM17, EDANS/DABCYL FRET peptide cleavage | Disintegrin and metalloproteinase domain-containing protein 17 (Homo sapiens), P78536 | hit rate 0.83% among 370,000 | inhibition, % at 6.95 µM;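 active = inhibition above the mean of compounds lying between control limits plus 3 SD, set per campaign, cut at about 8.5% in these data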;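 also: 0% = DMSO-only wells as the low control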
Target sequence (P78536 215-824 limits assumed): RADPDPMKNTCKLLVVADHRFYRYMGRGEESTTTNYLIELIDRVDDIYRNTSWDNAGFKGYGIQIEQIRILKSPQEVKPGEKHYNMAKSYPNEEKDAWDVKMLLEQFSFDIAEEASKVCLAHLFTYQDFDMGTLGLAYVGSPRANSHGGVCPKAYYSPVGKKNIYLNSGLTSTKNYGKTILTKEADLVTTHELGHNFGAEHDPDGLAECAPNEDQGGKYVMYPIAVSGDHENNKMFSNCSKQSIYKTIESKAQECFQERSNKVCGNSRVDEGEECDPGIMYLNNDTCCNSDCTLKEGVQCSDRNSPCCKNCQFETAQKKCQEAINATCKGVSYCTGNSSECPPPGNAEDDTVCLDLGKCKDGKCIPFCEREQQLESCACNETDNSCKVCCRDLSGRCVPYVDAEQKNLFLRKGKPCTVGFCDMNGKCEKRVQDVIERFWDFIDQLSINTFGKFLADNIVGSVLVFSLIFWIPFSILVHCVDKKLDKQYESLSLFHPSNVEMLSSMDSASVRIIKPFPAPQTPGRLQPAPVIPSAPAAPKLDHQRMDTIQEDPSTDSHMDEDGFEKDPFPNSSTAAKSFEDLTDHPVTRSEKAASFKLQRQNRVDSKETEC
ssDAF12 agonist – S. stercoralis DAF-12 nuclear receptor activators, primary screen, cell-based, luminescence, HEK293, GRIP1 co-expression, lit1-tk-luc; HEK293 ssDAF-12/GRIP1 lit1-tk-luc reporter; % of 3 µM dafachronic acid response; activation, % at 6.8 µM; hit rate 1% among 370,000; AID 652126, 2013;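 active = activation above the mean over all tested compounds plus 3 SD, cut at about 0.9% in these data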;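 also: 0% = DMSO-only wells and 100% = 3 µM delta7-dafachronic acid wells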
GAA850 FXN act – FXN promoter activators, primary screen, cell-based, luciferase luminescence, HEK293 lucGAA850; activation, % at 6 µM; HEK293 lucGAA850 FXN promoter luciferase reporter, 24 h; percent of 10 µM SAHA response; hit rate 0.56% among 360,000; AID 540364, 2011;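 active = activation above the average of all compounds screened plus 3 SD, cutoff fixed separately per campaign, cut at about 7.5% in these data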;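 also: 0% = DMSO wells and 100% = 10 µM SAHA wells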
DAX1 inh-1 – DAX1 (NR0B1) inhibitors on StAR promoter, primary screen, cell-based, luminescence, SF-1 (NR5A1), full-length DAX-1; HEK293T StAR-luciferase reporter, SF-1/DAX-1 repression relief; inhibition, % at 6.8 µM; hit rate 1.1% among 370,000; AID 652010, 2013;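 active = inhibition above the mean over all tested compounds plus 3 SD, cut at about 3.6% in these data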;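 also: 0% = DAX-1 cells with DMSO and 100% = cells lacking DAX-1 with DMSO; higher inhibition means more luminescence from relief of DAX-1 repression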
sPLA2-III inh – human group III sPLA2 inhibitors, primary screen, biochemical, QFRET, BODIPY PC-A2 liposome substrate. QFRET BODIPY PC-A2 liposome hydrolysis, fluorescence. inhibition, % at 12.2 µM. hit rate 0.56% among 370,000;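 active = inhibition above mean plus 3 SD of compounds lying within the high and low control bounds, cut at about 19% in these data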;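 also: 0% = median of test compound wells and 100% = no enzyme DMSO wells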
DAX1 inh-2 – DAX1 (NR0B1) inhibitors, primary screen, cell-based, HEK293, Gal4-DAX1, luciferase luminescence | HEK293 Gal4-DAX1 luciferase reporter | Nuclear receptor subfamily 0 group B member 1 (Homo sapiens), P51843 | AID 504766, 2011 | hit rate 0.99% among 340,000 | inhibition, % at 6.75 µM;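 active = inhibition above the mean over all tested compounds plus 3 SD, cut at about 4.2% in these data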;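 also: 0% = DAX1-transfected cells with DMSO and 100% = empty-vector control cells with DMSO; inhibition shows as a rise in luminescence from relieved DAX1 repression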
Target sequence (P51843 207-470 limits assumed): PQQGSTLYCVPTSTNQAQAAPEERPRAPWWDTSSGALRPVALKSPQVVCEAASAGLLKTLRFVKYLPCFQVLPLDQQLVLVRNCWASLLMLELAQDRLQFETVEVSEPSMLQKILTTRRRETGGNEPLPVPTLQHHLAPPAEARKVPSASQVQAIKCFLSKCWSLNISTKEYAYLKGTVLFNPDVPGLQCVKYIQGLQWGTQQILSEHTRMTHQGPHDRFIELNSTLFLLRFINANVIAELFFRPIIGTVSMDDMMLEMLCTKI
hgDAF-12 ag – H. glycines DAF-12 receptor agonists, primary screen, cell-based, luminescence, HEK293, GAL4 fusion, UAS-luciferase; HEK293 GAL4-hgDAF12 UAS-luciferase reporter, agonist luminescence; normalized to butyrate control; activation, % at 6.8 µM; hit rate 1.8% among 370,000; AID 687014, 2013;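 active = activation above a cutoff set at the mean of all screened compounds plus 3 SD, cut at about 10% in these data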;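 also: 0% = DMSO wells and 100% = sodium butyrate wells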
PLC-beta3 inh – human PLC-beta3 inhibitors, primary screen, biochemical, fluorescence. Purified PLC-beta3, fluorogenic substrate. 1-phosphatidylinositol 4,5-bisphosphate phosphodiesterase beta-3 (Homo sapiens), Q01970. inhibition, % at 12.2 µM. AID 720704, 2013. hit rate 0.18% among 370,000; in the data active = inhibition above about 11%;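 also: 0% = median of compound wells on plate and 100% = full blocker control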
hcDAF-12 act – H. contortus DAF-12 nuclear receptor activators, primary screen, cell-based, luminescence, HEK293, lit1-tk-luc reporter; AID 652067, 2013; hit rate 1.4% among 370,000; activation, % at 6.8 µM; HEK293 hcDAF-12 lit1-tk-luc reporter; 0% DMSO, 100% Δ7-dafachronic acid;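 active = activation above the mean of all tested compounds plus 3 SD, cut at about 5.5% in these data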;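 also: 100% = response to 3 µM Δ7-dafachronic acid high control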
* = called active by the depositor; i = inactive; nt = no result given. Hits appear at their usual frequency. Share with any hit: about 6.9%.

SMILES	PLC-gamma1 inh	ADAM10 inh	ADAM17 inh	ssDAF12 agonist	GAA850 FXN act	DAX1 inh-1	sPLA2-III inh	DAX1 inh-2	hgDAF-12 ag	PLC-beta3 inh	hcDAF-12 act
O=S(=O)(c1ccc2c(c1)N(Cc1ccc(Cl)cc1)C1CCCN21)N1CCOCC1 (stereo unspecified)	7	17	4	-0.5	2.1	-0.1	1	1.0	0.9	-2	-1.2
CCN(CC)S(=O)(=O)c1ccc(N2CCCC2)c(C(=O)OCC(=O)N2CCCC2)c1	2	5	-6	-1.2	0.5	-0.2	-2	-1.4	-2.4	2	-0.6
O=C(Nc1ccc(Cl)cc1C(=O)O)c1ccc2c(c1)C(=O)N(Cc1ccco1)C2=O	0	-3	-1	-0.3	0.3	0.4	0	1.5	-1.2	-8	-0.6
O=S(=O)(NCCSc1ccc(Cl)cc1)c1ccc2c(c1)OCCO2	2	-1	-1	-0.9	-1.3	0.0	-8	-0.3	-1.6	-1	-2.8
COc1ccc(NC(=O)C(CCCCNC(=O)OC(C)(C)C)NC2(C(=O)NCCc3c[nH]c4ccccc34)CCCCC2)cc1 (stereo unspecified)	0	15	7	-2.0	nt	nt	-96	nt	-3.1	1	-1.5
COC(=O)c1csc(S(=O)(=O)N2CCOCC2)c1OC	-3	1	-1	-1.2	2.2	0.1	5	-0.2	-2.0	-5	3.1
COC(=O)c1sccc1NC(=O)c1ccccc1F	1	2	1	0.5	1.7	-0.2	0	-0.6	-0.5	0	3.7
COc1nc(NC(C)(C)C)nc(Oc2ccc(=O)n(C)n2)n1	5	-5	3	-0.8	0.3	0.8	4	0.1	-2.5	4	-0.3
COc1ccc(C(=O)Nc2cc(C)nn2-c2cccc(F)c2)cc1	1	0	-4	-1.9	-0.8	-0.5	3	0.7	-3.5	-5	-1.0
COc1cccc(N2CCN(C(=O)CCNS(=O)(=O)c3ccc4c(c3)c(=O)n(C)c(=O)n4C)CC2)c1	0	-1	0	-1.1	2.6	-0.8	-4	0.5	4.7	2	0.8
CC(=O)N1N=C(c2ccccc2OC(=O)/C=C/c2ccccc2)CC1c1ccccc1 (stereo unspecified)	3	0	0	-1.4	nt	0.4	-1	nt	-1.7	-7	0.5
O=C(N/N=C/c1ccncc1)c1cc2c(ccc3ccccc32)o1	-50	-35	-11	-1.5	0.1	0.3	-6	-2.4	-2.8	-64	-2.2
CCCN(C(=O)c1ccc(N2CCCC2=O)cc1)C1CCS(=O)(=O)C1 (stereo unspecified)	1	-7	0	-0.8	1.6	-0.6	4	1.2	-2.9	-1	-0.7
CCOc1cc(S(=O)(=O)Nc2ccccc2CC)ccc1Cl	0	14	4	-1.3	1.1	-1.3	-22	0.5	-0.1	2	-2.3
Cc1ccc(CN2C(=O)CSC2c2cccnc2)cc1 (stereo unspecified)	-1	4	-4	-1.6	-0.7	0.2	2	1.1	-0.4	-3	-0.7
Cc1ccc(C)c(Nc2nc(-c3ccncc3)nc3ccccc23)c1	-18	6	-1	-1.1	1.4	0.1	0	-1.4	-2.1	-40	0.9
N#Cc1ccc(NC(=O)c2cc(S(=O)(=O)N3CCOCC3)ccc2N2CCCC2)cc1	-2	8	0	-0.5	-2.1	1.7	-4	-0.2	1.8	3	-1.0
COc1ccc(NC(=O)Cn2nnc3ccccc32)c([N+](=O)[O-])c1	-2	-9	0	-2.1	2.0	-0.7	0	0.2	3.7	-3	2.2
C=C(C)Cn1c(-c2ccccc2)nc2ccccc21	0	1	-1	-1.2	1.7	-1.2	-1	-1.1	1.8	-1	4.6
COc1ccc(CCNC(=O)CCCc2ccccc2)cc1	1	-6	-2	-0.3	1.0	-0.5	4	3.2	-0.2	-10	-2.1
COc1ccc(Cl)cc1NC(=O)COC(=O)c1c(-c2ccccc2)noc1C	-2	4	5	-1.8	0.1	-2.3	-21	-0.4	-2.7	-8	-3.7
N#CCC[C@@H]1CC[C@]2(CCCN(C(=O)c3ccc4ccccc4n3)C2)O1	0	1	0	-1.2	nt	0.0	4	nt	1.9	2	-1.3
CC(C)CCC(CCNCc1ccccn1)c1ccc(Cl)cc1 (stereo unspecified)	9	1	3	-1.2	-1.8	-0.7	-14	1.1	0.1	2	0.3
Cc1sc2nc(SCC(=O)N3CCOCC3)[nH]c(=O)c2c1-c1ccccc1	-4	-11	-1	-0.9	0.4	1.2	-11	0.1	-2.1	-10	-1.7
COC(=O)c1ccc(NC(=O)COC(=O)COc2cccc3c2OC(C)(C)C3)cc1	0	2	-1	-1.1	2.1	-1.1	-10	2.0	-1.9	-4	-1.0
NC(=O)c1nsc(C(=O)N(CC(=O)NC2CCCCC2)c2ccc(Cl)cc2)c1N	-9	-11	-7	-0.9	2.2	-0.1	-2	0.0	-0.8	-22	-0.9
CCn1c(CCNC(=O)c2ccc(OC)cc2)nnc1SCc1ccc(Cl)c(Cl)c1	8	3	4	-1.4	-2.9	-1.7	-28	-2.6	-4.1	4	-1.9
CCc1ccc(CNC(=O)C2CCN(S(=O)(=O)N3CCC(C)CC3)CC2)cc1	5	5	5	-1.2	0.0	-0.2	-3	-0.5	0.2	-4	-0.6
O=C1CN(C(=O)CNCc2ccccc2Cl)c2ccccc2N1	1	2	-2	-0.9	1.6	0.3	4	0.9	-1.3	-9	-0.1
C/C(=N\NC(=O)CSCc1ccccc1Cl)c1cccc(NC(=O)c2ccccc2)c1	-2	1	5	-0.6	0.3	-0.9	-1	-0.9	0.8	-5	-0.5
Cc1cccc(N/C(N)=N/c2nc(C(F)(F)F)cc(C(F)(F)F)n2)c1	2	2	0	-0.5	0.9	0.8	11	-1.6	-2.3	-3	0.7
COC1=CC(=O)OC(c2ccc(C(F)(F)F)cc2)C1 (stereo unspecified)	-2	-1	-4	-0.7	nt	-1.7	4	nt	-0.1	-2	2.1
Cc1cc(C)n2nc(SCC(=O)N/N=C/c3ccc(F)cc3)nc2n1	-2	-2	-8	-1.6	4.7	-0.3	1	0.2	1.9	-1	-1.9
Cc1cccc(-[n+]2c(C)cc(C)c3c(=O)[nH]c(=O)[nH]c32)c1	-432	i	i	-0.5	-1.8	0.3	10	-0.8	-2.2	i	0.6
CCC(C)C(NC(=O)c1ccccc1NC(=O)c1ccc(OC)cc1)C(=O)NCc1ccco1 (stereo unspecified)	0	1	2	-0.9	-6.2	-0.9	-6	1.3	-1.7	1	-0.9
CCCOC1CCCN(C(=O)CCc2nnc(Cc3cccc(C)c3)o2)C1 (stereo unspecified)	0	-13	-7	-0.8	4.8	0.8	10	3.1	11*	-1	2.7
COCCCNCCCOc1ccc(C)cc1Br	0	0	-4	-2.0	-5.6	0.1	-3	0.4	-1.0	4	0.1
COc1cccc(NC(=O)CN(C)C(=O)CCc2nc3sc4c(c3c(=O)[nH]2)CCCC4)c1	-8	-14	-6	-1.1	-0.4	0.3	-15	0.5	-1.4	-25	0.2
COc1ccc(C2CC(=O)c3c(C)nc(N4CCN(Cc5ccccc5)CC4)nc3C2)cc1OC (stereo unspecified)	-2	13	7	-2.1	-0.5	-2.9	-2	-3.6	-7.0	-2	-4.2
O=[N+]([O-])c1cccc(-c2nc(-c3ccccc3)no2)c1	-2	1	1	-0.5	2.3	0.7	1	1.8	4.9	4	3.4
CCCCCn1c(=O)[nH]c2cc(C(=O)N3CCN(c4ccc(F)cc4)CC3)ccc2c1=O	3	-5	-1	-0.8	-0.6	1.1	6	-0.7	-0.5	-7	0.7
COc1ccc(C(=O)N(Cc2ccccc2)c2cccc(C)c2)cc1S(=O)(=O)N1CCOCC1	2	4	-3	-1.2	0.8	-0.8	-8	-0.6	-3.2	-1	-1.3
COc1ccc(CNC(=O)c2cc(C3CC3)nc3c2cnn3C(C)C)cc1OC	0	-4	-1	-1.9	-1.0	-1.4	-5	-0.2	-2.0	-5	-0.2
O=C(NC1CCCCCC1)c1cccnc1Sc1ccccc1	-1	-8	-5	-1.4	1.0	-0.2	4	0.9	-3.9	0	-1.4
COc1ccc(N/C=C(\C#N)c2nc3ccccc3n2C)c(OC)c1	1	-2	2	-0.8	5.4	0.5	3	1.0	1.1	0	-0.8
O=C1Nc2cc3c(cc2C1=O)sc1ccccc13	-8	-29	-13	-1.8	1.8	0.1	9	nt	0.7	-15	-0.5
CN(Cc1ccccc1)C(=O)c1ccc(Cl)c([N+](=O)[O-])c1	-2	-3	-1	-1.6	0.0	-0.5	6	-1.2	0.6	-2	2.5
NC(=O)C1CCN(CC(=O)NCc2ccccc2)CC1	3	4	2	-0.9	0.4	0.2	2	0.8	-1.9	-131	-1.9
CC12CN3CC(C)(CN(C1)C3c1ccc([N+](=O)[O-])o1)C2 (stereo unspecified)	-6	1	-1	-1.3	-1.0	0.1	4	2.7	-1.5	-14	1.0
Cc1cc(NC(=O)C2CC(=O)N(c3ccccc3C)C2)no1 (stereo unspecified)	1	11	1	-0.9	-0.6	0.0	0	-0.2	0.3	-6	-2.1
Cc1cc(NC(=O)c2ccc3c(c2)C(=O)N(Cc2ccccc2)C3=O)no1	-1	-9	-4	-1.4	-0.8	0.2	7	-0.7	-3.1	-1	-1.4
C[C@@H]1CCCCO[C@@H](CN(C)C(=O)Nc2ccccc2)[C@@H](C)CN([C@H](C)CO)C(=O)c2cc(N(C)C)ccc2O1	-45	-10	3	-0.9	0.3	-0.5	8	1.0	-1.5	-60	0.0
COC(=O)C1(C(=O)OC)C[C@H](/C=C/c2ccccc2)N(Cc2ccccc2OC)[C@@H]1c1ccccc1	0	5	5	-0.9	nt	3.9*	4	nt	0.6	-1	-0.8
O=C(CSc1nc(=O)n(CCCN2CCOCC2)c2c1CCC2)Nc1ccc(F)cc1	1	-9	-5	-1.1	0.4	-1.1	1	-2.7	1.0	-7	-1.3
O=C1CCCN1c1ccc(S(=O)(=O)N2CCCCC2)cc1[N+](=O)[O-]	3	-2	-3	-1.3	-0.8	-0.5	-1	0.9	-1.1	3	-1.1
